# GCN5L2 inh – blocks human GCN5L2 histone acetyltransferase; Q92830; GCN5L2 HAT assay, ThioGlo1 CoA-SH fluorescence; Potency, µM (series often up to 58.9 µM), for the others: top-dose activity change, negative = inhibition, usual class: inhibitors; 390,000 tested, 0.21% active
# Target sequence (Q92830 whole entry, looked up): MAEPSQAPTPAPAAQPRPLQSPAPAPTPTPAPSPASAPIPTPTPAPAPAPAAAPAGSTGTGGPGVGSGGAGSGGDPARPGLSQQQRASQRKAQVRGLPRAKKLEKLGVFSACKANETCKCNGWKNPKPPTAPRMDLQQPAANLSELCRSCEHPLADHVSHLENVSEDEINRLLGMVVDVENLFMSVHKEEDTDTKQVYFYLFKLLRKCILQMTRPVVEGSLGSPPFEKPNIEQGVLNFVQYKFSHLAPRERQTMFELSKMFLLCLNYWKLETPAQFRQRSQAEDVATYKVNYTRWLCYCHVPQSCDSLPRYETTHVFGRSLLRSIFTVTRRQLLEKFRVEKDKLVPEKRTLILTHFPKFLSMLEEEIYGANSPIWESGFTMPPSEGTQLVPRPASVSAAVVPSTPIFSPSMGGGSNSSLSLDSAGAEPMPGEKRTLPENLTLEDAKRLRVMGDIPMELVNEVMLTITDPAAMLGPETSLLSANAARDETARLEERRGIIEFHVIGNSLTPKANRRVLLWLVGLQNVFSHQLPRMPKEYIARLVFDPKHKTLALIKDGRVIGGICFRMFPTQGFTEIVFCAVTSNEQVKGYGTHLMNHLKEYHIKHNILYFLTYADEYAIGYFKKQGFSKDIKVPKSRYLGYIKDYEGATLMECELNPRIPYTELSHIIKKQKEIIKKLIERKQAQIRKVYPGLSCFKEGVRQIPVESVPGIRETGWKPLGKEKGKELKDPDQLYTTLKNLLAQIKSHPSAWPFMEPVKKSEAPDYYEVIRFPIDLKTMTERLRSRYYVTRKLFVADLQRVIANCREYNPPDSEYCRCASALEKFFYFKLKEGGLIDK
#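 qHTS, 1536-well. 20nM enzyme, pH 7.5 HEPES/EDTA/Tween-20 buffer; 15 min compound preinc., RT. Start: 75uM H3(1-25), 70uM AcCoA, 50uM ThioGlo1. Read Ex340/Em540 at t=0 (autofluorescence flag) and t=20 min.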
# N370S GC mod – inhibitors or activators of N370S glucocerebrosidase for Gaucher disease; AID 2101; 330,000 tested, 0.092% active; Potency, µM (highest dose often 59.4 µM), for inactives: top-dose activity change, negative = inhibition, actives largely listed as inhibitors; N370S GC spleen homogenate, 4MU-glucoside fluorescence; P04062;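 further: 0% = full enzyme activity and -100% = no enzyme basal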
# FEN1 inhibitor – inhibitors of human flap endonuclease 1; 390,000 tested, 0.35% active; Potency, µM (doses to about 114 µM), inactives show at the top dose activity change, negative = inhibition, hits mostly inhibitors; Recombinant FEN1 flap cleavage, fluorescence, 15 min; P39748; AID 588795; further: nearly all actives have a fitted effect of over 65% in size
#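 Read-out was taken twice, immediately and after 15 min, following addition of 50 nM substrate to 10 nM FEN1 that had sat with test compound for 15 min at room temperature. Curves came from a four-parameter Hill model.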
# An asterisk follows results filed as active; ? = inconclusive; nt = no result given; & = joins results of further samples; [ ] = another dose, or the depositor's remark. The call rests on the fitted dose curve; in most records, active means well fitted curve in the direction sought with a large enough effect; inconclusive means small, poorly fitted or top-dose-only effect, or another doubt; inactive means no such curve, though single readings can be large; an effect the other way counts as inactive or inconclusive. Unless noted, on the % scale 0 is the no-effect control and ±100 the full control effect; potency means the concentration at half of the fitted maximal effect.
SMILES,N370S GC mod,GCN5L2 inh,FEN1 inhibitor
CCn1c(O)c(C=NCc2ccccc2)c(=O)[nH]c1=S,-8%,-18%,-9%
CCCCCn1c(=O)c(C(=O)Nc2ccccc2C)c(O)c2ccccc21,-17%,?,-14%
CN1CCC(O)(c2ccccc2)C2CCCC21 (stereo not drawn),-3%,-6%,4%
COc1ccc(CNC(=O)/C=C/c2ccc3[nH]cc(CCN(C)C)c3c2)cc1,-2%&-8%,-4%&-28%,?
COc1cccc(-n2c(/C=C/c3cccc(C)c3)nc3ccccc3c2=O)c1,nt,-4%,-13%
Cc1ccc(OCC(=O)Nc2ccc(Cl)cc2C(=O)c2ccccc2)cc1,14%,-6%&2%,-15%&7%
O=C1NC(=O)C(CCc2ccncc2)(Cc2cccc(Cl)c2Cl)C(=O)N1c1ccc(Br)cc1 (stereo not drawn),-22%,-6%,-14%
CCCCCn1c(=O)c(C(=O)Nc2cccc(C)c2)c(O)c2ccccc21,4%,-14%,-5%
CC(=NCC1CCCO1)c1c(O)n(Cc2ccccc2)c(=O)[nH]c1=O (stereo not drawn),22%,-9%,-15%
CCC1=Nc2cc(C(=O)N3CCC4(CC3)OCCO4)ccc2Sc2ccc(Br)cc21,?,-8%,-24%
C[n+]1c(-c2ccccc2)cc(-c2ccc(O)cc2)cc1-c1ccccc1,-18%,-1%,-17%
Cc1ccccc1NC(=O)CCl,2%,-2%,14%
CC12CN3CCN(CC(C3)C1O)C2 (stereo not drawn),-3%,3%,-3%
C=C1C[C@@H]2[C@H](CC[C@]3(C)C(=O)CC[C@@H]23)[C@@]2(C)C=CC(=O)C=C12,16%,0%,nt
COCCCNC(=O)c1c(NC(=O)c2ccco2)n(Cc2ccccc2)c2nc3ccccc3nc12,12%,-1%,-13%
CCOP(=O)(OCC)OCC,7%,-5%,-2%
Cn1cc(C(=O)OCC(=O)N2CCCCC2)c2ccccc21,nt,-8%,-3%
O=C(c1cccc(C(F)(F)F)c1)C1CCCN(Cc2ccccc2O)C1 (stereo not drawn),-27%,-1%,2%
CCNCC1(c2ccc(OC)c(OC)c2)CCCC1,5%,-2%,9%
O=C1C2CCCN2C(c2cccnc2)N1c1ccc(Cl)c(Cl)c1 (stereo not drawn),3%,0%,0%
NC(=O)CI,-5%,10µM*,nt
Cc1c(C(=O)C(=O)N2CCOCC2)c2ccccc2n1Cc1ccccc1,-1%,-18%,-8%
O=C(Cc1ccccc1)N1CCN(CC2CC=CCC2)CC1 (stereo not drawn),12%,-9%,-6%
CC1OC(NCCc2ccccc2)C(O)C(O)C1O (stereo not drawn),6%,-4%,-2%
O=C(OC1CCN(CCCl)CC1)C(c1ccccc1)c1ccccc1,7%&-10%,-1%,-1%
COC(=O)C1=C(c2ccc(OC(F)(F)F)cc2)C[C@@H]2CC[C@H]1N2C(=O)NCCOc1ccc(OC)cc1,nt,-19%,?
Cc1cc(OCC(=O)N2CCCN(C)CC2)ccc1Cl,0%,-23%,16%
O=C(O)c1cccc(NC(=O)N2C[C@H]3C[C@@H](C2)c2cccc(=O)n2C3)c1,-10%,-17%,-3%
CNCCc1cnc[nH]1,-1%&-5%&-2%,47%&-13%&-10%[activator],nt
COc1cccc(-n2c(CN3CCN(C)CC3)nc3ccc([N+](=O)[O-])cc3c2=O)c1,1%,-6%,0%
CC(COc1ccccc1)N(CCCl)Cc1ccccc1 (stereo not drawn),?,?,?
O=C(c1c[nH]cc1-c1ccccc1)c1cccc2ccccc12,10%,-9%,-23%
CC[C@@]1(O)C(=O)OCc2c1cc1n(c2=O)Cc2cc3c(NC(=O)CN)cccc3nc2-1,?,-4%,-2%
CC(=O)Nc1ccc2c(c1)CC1(C(=O)N(C)C(=O)N(C)C1=O)C1CCCN21 (stereo not drawn),2%,0%,1%
COc1cc(/C=C2\C(=O)NC(=O)N(c3ccccc3)C2=O)c([N+](=O)[O-])cc1OC,8%,2%,0%
COc1ccc(OC)c(C(O)C2CCCCN2)c1 (stereo not drawn),2%,-2%,-2%
CO[C@H]1C=C2CCN(C)[C@H]2C2c3cc4c(cc3C(=O)O[C@@H]21)OCO4 (stereo partly drawn),-5%,-5%,2%
CCOC(=O)C(NC(C)=O)C(OC(C)=O)c1cccc(N(CCCl)CCCl)c1 (stereo not drawn),27%,1%,-4%
FC(F)(F)c1cccc(C2NCc3ccccc3-n3cccc32)c1 (stereo not drawn),-7%,0%,-12%
CCCCCCC(=O)CCCCCC/C=C/C[C@@H](O)[C@H](O)[C@@](N)(CO)C(=O)O,-10%,-1%&14%,nt
Cc1cccnc1NC1=NCC(C)S1 (stereo not drawn),0%,-14%,-1%
C[C@]12CCC(=O)CC1CCC1C2CC[C@]2(C)C(OC(=O)CCC(=O)O)CCC12 (stereo partly drawn),-10%,-7%,5%
c1ccc(N2CCCC3(CCNCC3)C2)cc1,-19%,2%,nt
CSc1ccccc1C(=O)C1CCCN(Cc2ccccn2)C1 (stereo not drawn),?,-2%,13%
Cc1ccccc1-n1c(O)c(/C=N/NC(=O)c2ccncc2)c(=O)[nH]c1=O,-26%,-6%,5%
O=C1CN=C(c2ccccc2F)c2cc(Cl)ccc2N1,5%,-6%,16%
CCCCC/C=C\C/C=C\C/C=C\CCCCCCC(=O)NCCO,?,0%,nt
Nc1ccc(CCN2CCCC2)cc1,-3%,-10%,-19%
O=c1[nH]c(O)c(N=Nc2ccc3c(c2)OCCO3)c(=O)[nH]1,-16%,0%,2%
CN(C)C1(c2nnnn2-c2ccc(Cl)cc2)CCCCC1,2%,-8%,-8%
COC(=O)C1=C(c2ccccc2OCc2ccccc2)C[C@@H]2CC[C@H]1N2C(=O)NCc1ccc(C(C)(C)C)cc1,nt,-7%,-21%
CC(Cc1ccccc1)NC(=O)Cc1ccc([N+](=O)[O-])cc1 (stereo not drawn),-10%,0%,-15%
COC(=O)C1=C(c2ccc(OC)c(OC)c2)C[C@@H]2CC[C@H]1N2C(=O)NCCOc1ccc(OC)cc1,nt,-1%,-5%
C=CCN1CCC23c4c5ccc(O)c4O[C@H]2C(=O)CC[C@@]3(O)C1C5 (stereo partly drawn),1%&-4%,4%&-6%,nt
CN1CCCN(C(=O)COc2ccccc2Br)CC1,-2%,1%,-9%
CCCCn1c(=O)c(C(=O)NCc2ccco2)c(O)c2ccccc21,1%,-2%,-8%
CCCCCCCSc1cc(OC)c(CCNC)cc1OC,-27%,-3%,-14%
CCN(CC)C(=O)C(C)Oc1cccc2ccccc12 (stereo not drawn),-1%,0%,nt
COc1ccc2[nH]c(C)c(CCNCc3cn(C)c4ccccc34)c2c1,nt,-2%,15%
O=C1NC(=O)C2(Cc3ccccc3N3CCCC32)C(=O)N1c1ccc(Cl)cc1 (stereo not drawn),4%,-21%,-11%

# Some of the entries so far, with two lines to a compound.
# Each structure is followed by: N370S GC mod | GCN5L2 inh | FEN1 inhibitor
C=CCN1CCC23c4c5ccc(O)c4O[C@H]2C(=O)CC[C@@]3(O)C1C5 (stereo partly drawn)
 : 1%&-4% | 4%&-6% | nt
CCCCn1c(=O)c(C(=O)NCc2ccco2)c(O)c2ccccc21
 : 1% | -2% | -8%

# Compounds shown so far containing bromine (3):
SMILES,N370S GC mod,GCN5L2 inh,FEN1 inhibitor
O=C1NC(=O)C(CCc2ccncc2)(Cc2cccc(Cl)c2Cl)C(=O)N1c1ccc(Br)cc1 (stereo not drawn),-22%,-6%,-14%
CCC1=Nc2cc(C(=O)N3CCC4(CC3)OCCO4)ccc2Sc2ccc(Br)cc21,?,-8%,-24%
CN1CCCN(C(=O)COc2ccccc2Br)CC1,-2%,1%,-9%

# Continued.
SMILES,N370S GC mod,GCN5L2 inh,FEN1 inhibitor
CCCC1(CCC)C(=O)NC(=Nc2ccccc2)NC1=O,5%,-3%,-2%
NP(=O)(OCCCc1ccccc1)c1ccccc1 (stereo not drawn),0%,4%,1%
CC(C)OC(=O)C1C2c3ccccc3C(c3ccccc32)C1C(=O)O (stereo not drawn),-5%,0%,-4%
O=C1CC(c2cccnc2)=NN1c1ccccc1,-6%,-4%,-3%
CN(C)c1ccc(C(=O)c2ccc(N(C)C)cc2)cc1,?,-5%,-17%
CCOP(=S)(OCC)Oc1ccc(Cl)cc1Cl,-6%,-14%,nt
N#C[C@H](O[C@@H]1O[C@H](CO[C@@H]2O[C@H](CO)[C@@H](O)[C@H](O)[C@H]2O)[C@@H](O)[C@H](O)[C@H]1O)c1ccccc1,nt,-2%,2%
CC[N+](C)(CC)CCCOC(=O)C(O)(c1ccccc1)C1CCCCC1 (stereo not drawn),-18%,-3%,8%
Cc1ccc(C2=NC(C)(C)N3C2C3c2ccc([N+](=O)[O-])cc2)cc1 (stereo not drawn),17%,-2%,-1%
CCCCc1ccc(NC2=NCCCS2)cc1,-27%,-1%,11%
CC(=O)OC1C(=O)[C@]2(C)C(O)CC3OC[C@]3(OC(C)=O)C2[C@@H](OC(=O)c2ccccc2)[C@]2(O)CC(O)C(C)=C1C2(C)C (stereo partly drawn),8%,-2%,nt
CC(=O)C1(c2ccccc2)CCN(C(=O)C2CCC(=O)N(CCc3cccc(F)c3)C2)CC1 (stereo not drawn),0%,-3%,8%
CCC(C)C1(CC)C(=O)NC(=O)N=C1N (stereo not drawn),3%,7%,21%
C[C@H]1C[C@@H](C)C(=O)[C@@H]([C@H](O)CC2CC(=O)NC(=O)C2)C1,-3%,2%,0%
NCCc1ccc(S(N)(=O)=O)cc1,2%,2%,-2%
CCOc1cc(CNCCc2c[nH]c3ccccc23)cc(Cl)c1OC,-21%,-6%,2%
CN1CC(C(=O)c2ccc(Cl)cc2)C(c2ccc(N(C)C)cc2)C1 (stereo not drawn),1%,7%,-16%
CCCNC(=O)N1[C@H]2CC[C@@H]1C(C(=O)OC)=C(c1ccc(F)cc1F)C2,nt,-9%,-3%
O=c1c2ccccc2nc(-c2ccccc2)n1-c1nccs1,-6%,1%,5%
CCCCN1C(=O)NC(=O)C2(Cc3c(nc4c(C)cccn4c3=O)N3CCc4ccccc4C32)C1=O (stereo not drawn),-12%,-7%,-23%
CC(=O)C1CCC2C3CCC4CC(O)CCC4(C)C3CC(O)C12C (stereo not drawn),-22%,-8%,nt
CCC(C)N1CCN(C(=O)Cc2ccccc2)CC1 (stereo not drawn),3%,0%,-5%
CCCc1nc(SC)ncc1C(=O)Nc1ccc(Cl)cc1C(=O)c1ccccc1,nt,-13%,-16%
CCOC(=O)CN1C(=O)C2(C(C#N)=C(N)Oc3ccccc32)C(C(=O)OC)=C1C (stereo not drawn),7%,nt,11%
CC1CCN(CC#CCOc2ccc(Cl)cc2)CC1,-20%,-10%,-15%
O=c1oc2ccccc2c(O)c1C(c1ccccn1)c1c(O)c2ccccc2oc1=O,5%,-12%,17%
COc1ccc(C(C)=O)cc1CC(C(=O)c1ccc(C)cc1)N(C)C (stereo not drawn),-8%,0%,-11%
CCCCC/C=C\C/C=C\C/C=C\C/C=C\CCCCOC(CO)CO,-14%,3%,nt
CCOP(=O)(OCC)C(NC(=O)Cc1ccccc1)C(Cl)(Cl)Cl (stereo not drawn),3%,0%,5%
CC1=NN(c2ccccc2)C(=O)C1/C=C1/C(=O)NC(=O)N(c2cccc(C)c2)C1=O (stereo not drawn),3%,-4%,nt
CC(=NCc1cccnc1)c1c(O)n(-c2ccccc2C)c(=O)[nH]c1=O,11%[12.8 µM],-8%,7%
COc1cc2c(c(OC)c1OC)-c1ccc(O)c(=O)cc1[C@@H](NC(C)=O)CC2,-17%,-9%,-1%
CCOc1ccc(C2SCC(=O)Nc3c2c(C)nn3C2CCOC(C)(C)C2)cc1 (stereo not drawn),-2%,-7%[0.501 µM],4%
Fc1ccc(C2NCCc3[nH]cnc32)cc1 (stereo not drawn),-8%,2%,-5%
COc1cc(C2NCc3ccccc3-n3cccc32)ccc1O (stereo not drawn),-4%,-8%,24%
CN1CCN(c2nc(N)cc(=O)[nH]2)CC1,1%,-3%,-11%
CCOc1cccc(=NC2CCCCC2)c2c(C)n(C)c(C)c12,1%,-4%,-23%
Cc1cc(Cc2c(O)[nH]c(=S)[nH]c2=O)ccc1OC(C)C,0%,?,-23%

# Exported with two lines to a compound: entries from further up
# Results follow in this order: N370S GC mod, GCN5L2 inh, FEN1 inhibitor
> CCOc1ccc(C2SCC(=O)Nc3c2c(C)nn3C2CCOC(C)(C)C2)cc1 (stereo not drawn)
    -2%, -7%[0.501 µM], 4%
> Fc1ccc(C2NCCc3[nH]cnc32)cc1 (stereo not drawn)
    -8%, 2%, -5%
> COc1cc(C2NCc3ccccc3-n3cccc32)ccc1O (stereo not drawn)
    -4%, -8%, 24%
> CN1CCN(c2nc(N)cc(=O)[nH]2)CC1
    1%, -3%, -11%

# An excerpt; count on the stated rates, not on these rows.
